# High-throughput results (PubChem)
# GRK2 aptamer HTS = blocks RNA aptamer binding to human GRK2; P25098; bead flow cytometry, FAM-aptamer displacement from GRK2; inhibition of aptamer binding, % at 10 µM; actives 0.59% (n = 330,000); AID 488847;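 active means inhibition of aptamer binding above 40%, roughly 3 SD of noise, on plates passing a quality check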;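 further: median bead fluorescence of bound FAM aptamer so fluorescent compounds give negative values; no value below 0 was filed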
# Target sequence (P25098 whole entry, looked up): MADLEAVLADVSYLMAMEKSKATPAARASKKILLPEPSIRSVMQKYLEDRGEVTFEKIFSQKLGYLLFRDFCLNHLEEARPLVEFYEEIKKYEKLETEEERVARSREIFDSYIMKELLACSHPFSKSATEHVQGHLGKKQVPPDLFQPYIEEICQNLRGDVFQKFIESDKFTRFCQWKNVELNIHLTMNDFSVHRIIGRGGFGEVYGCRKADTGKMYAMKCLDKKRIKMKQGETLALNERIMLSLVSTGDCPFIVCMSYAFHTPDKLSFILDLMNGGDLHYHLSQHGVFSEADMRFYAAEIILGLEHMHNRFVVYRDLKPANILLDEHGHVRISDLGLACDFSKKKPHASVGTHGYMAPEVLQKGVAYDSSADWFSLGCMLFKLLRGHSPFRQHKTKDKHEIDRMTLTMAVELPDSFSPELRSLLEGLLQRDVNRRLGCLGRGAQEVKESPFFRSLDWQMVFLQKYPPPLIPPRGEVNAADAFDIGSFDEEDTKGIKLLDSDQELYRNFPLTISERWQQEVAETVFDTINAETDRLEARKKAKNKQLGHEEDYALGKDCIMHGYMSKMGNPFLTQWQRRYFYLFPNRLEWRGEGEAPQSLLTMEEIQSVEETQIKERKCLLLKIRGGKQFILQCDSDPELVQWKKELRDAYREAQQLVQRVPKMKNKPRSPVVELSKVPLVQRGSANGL
# AGP1 TOR yeast = alters AGP1-GFP fluorescence in TOR pathway yeast screen; actives 0.02% (n = 320,000); S. cerevisiae AGP1-GFP multiplex flow cytometry, 3 h; GFP as percent of DMSO wells; GFP response vs DMSO, % at 10 µM;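 active means GFP response relative to DMSO above a set limit, near screen average plus 3 SD, cut at about 150% in these data; inconclusive means fewer than 70 cells counted for the yeast strain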;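 further: median GFP channel fluorescence of the gated AGP1 strain per well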
# CIT2 TOR yeast = modulators of TOR pathway CIT2-GFP in S. cerevisiae | S. cerevisiae CIT2-GFP strain, flow cytometry, 3 h; 100 means same as DMSO wells | GFP response vs DMSO, % at 10 µM | actives 0.065% (n = 320,000);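 active means GFP response relative to DMSO above a set limit, near the screen mean plus 3 SD, cut at about 150% in these data; inconclusive means Fewer than 70 cells measured for a yeast strain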;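 further: ratio of well median GFP fluorescence to mean of DMSO wells on the plate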
# RPL19A TOR yeast = alters RPL19A-GFP fluorescence in TOR pathway yeast screen | percent response vs DMSO, % at 10 µM | S. cerevisiae RPL19A-GFP strain, flow cytometry, 3 h; active compounds read low | actives 0.3% (n = 330,000);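 active means percent response vs DMSO below 50%; inconclusive means fewer than 70 events counted for the yeast strain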;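 further: median channel GFP fluorescence of the barcoded RPL19A-GFP strain; ratio of sample median GFP to plate DMSO average so 100% = DMSO; lower means less RPL19A-GFP as with rapamycin TOR inhibition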
# LAP4 TOR yeast = alters LAP4-GFP fluorescence in TOR pathway yeast screen; actives 0.34% (n = 320,000); S. cerevisiae LAP4-GFP multiplex, flow cytometry GFP, 3 h; median GFP as percent of DMSO wells; GFP response vs DMSO, % at 10 µM; AID 2023;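 active means GFP response vs DMSO above a set limit, about the screen mean plus 3 SD, cut at about 150% in these data; inconclusive means under 70 cell events counted for the yeast strain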
# VLA-4 inh = inhibition in a human VLA-4 binding assay. P13612. VLA-4 expressing cells, ligand binding flow cytometry. inhibition, % (about 7 µM as worked out from the volumes in the protocol). actives 0.2% (n = 330,000). AID 2557; in the data active means inhibition above about 50%
# MEP2-GFP yeast = modulators of TOR pathway MEP2-GFP in S. cerevisiae. S. cerevisiae MEP2-GFP strain, flow cytometry GFP, 3 h; 100% = DMSO control level. GFP response vs DMSO, % at 10 µM. actives 0.51% (n = 330,000);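 active means GFP response versus DMSO above a set limit, roughly screen mean plus 3 SD, cut at about 180% in these data; inconclusive means fewer than 70 cells counted for a yeast strain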;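 further: median GFP fluorescence of the barcode-gated MEP2-GFP cells per well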
# GASC-1 inh = human JMJD2C demethylase inhibition | actives 0.069% (n = 330,000) | Q9H3R0 | AID 2099 | inhibition, % at 2.35 µM | GST-JMJD2C(1-420) H3K9me3 demethylation, DELFIA europium;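 active means more than half of a compound's replicate wells show inhibition beyond 50%, single wells judged on their own value; inconclusive means some, but no more than half, of replicates pass 50% inhibition; inactive means no replicate passes 50% inhibition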;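 further: signal counts dimethyl H3K9 product captured on neutravidin plate; 0% = median of DMSO wells and 100% = 0.3 times that DMSO median; strong numbers were not always called active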
# Target sequence (Q9H3R0 1-420 limits assumed): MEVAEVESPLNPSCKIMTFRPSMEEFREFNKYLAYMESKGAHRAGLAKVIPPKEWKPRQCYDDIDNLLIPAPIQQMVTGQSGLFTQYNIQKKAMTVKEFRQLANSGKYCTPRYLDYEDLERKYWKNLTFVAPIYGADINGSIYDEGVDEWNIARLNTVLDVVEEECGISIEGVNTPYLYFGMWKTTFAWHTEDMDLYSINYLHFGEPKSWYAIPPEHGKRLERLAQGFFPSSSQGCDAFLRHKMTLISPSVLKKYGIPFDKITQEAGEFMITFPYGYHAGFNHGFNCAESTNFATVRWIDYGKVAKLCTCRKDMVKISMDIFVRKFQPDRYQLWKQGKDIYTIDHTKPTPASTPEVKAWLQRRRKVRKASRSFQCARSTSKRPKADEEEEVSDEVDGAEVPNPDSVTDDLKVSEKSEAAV
# Numbers without * were called inactive; ? = inconclusive; . = no result given; & = joins results of further samples. An unsorted share of the library (roughly 1.7% active in at least one column).
SMILES,GRK2 aptamer HTS,AGP1 TOR yeast,CIT2 TOR yeast,RPL19A TOR yeast,LAP4 TOR yeast,VLA-4 inh,MEP2-GFP yeast,GASC-1 inh
O=C(NCCCN1CCc2ccccc2C1)Nc1ccc(Cl)cc1,0,96,101,101,106,10,101,-13
COC(=O)c1ccc(CSc2nc3ccccc3c(=O)n2Cc2ccco2)o1,0,111,120,99,126,-11,112,-1
CC(NS(=O)(=O)c1ccc(Cl)cc1)C(=O)Nc1ccc2c(c1)OCCO2 (stereo not drawn),0,102,108,103,94,2,109,-3
COc1ccc(CNC(=O)C(=O)NCCC2CCCCN2S(=O)(=O)c2ccc(C)cc2)cc1 (stereo not drawn),0,110,103,102,109,13,110,-9
Cc1ccc(N2C(=O)N(CC(=O)N(C)Cc3ccccc3)C(=O)C2C)cc1 (stereo not drawn),4,98,99,97,96,8,103,-35
O=C(COc1ccccc1)NC1CCCCC1,5,94,97,97,82,-8,96,11
Cc1cc(C)nc(/N=C(/NC(=O)Nc2ccc(Cl)c(Cl)c2)Nc2cccc(Cl)c2)n1,0,93,81,91,87,4,84,-9
CCOc1cccc(C(=O)Nc2nnc(-c3ccco3)s2)c1,1,98,97,102,99,7,106,0
CC1=CC=CN2CC(O)CN=C12 (stereo not drawn),2,96,96,102,101,5,99,-1
CCOc1ccc(N=C(NN)c2ccc3ccccc3n2)cc1,4,94,94,97,90,-4,103,-20
CC(C)CCNC(=O)CNC(=S)N(CCCN1CCOCC1)Cc1cccs1,0,103,99,106,99,11,103,-15
CC(=O)N1N=C(c2ccccc2)CC1c1cn(Cc2ccccc2)c2ccccc12 (stereo not drawn),0,99,101,100,92,7,99,-5
CC(C)(C)N(Cc1cc2ccccc2[nH]c1=O)C(=O)C1CCCCC1,0,91,94,96,103,3,111,-3
O=C(N/N=C/c1ccncc1)/C(=C/c1ccccc1)NC(=O)c1ccccc1,3,99,96,96,105,13,103,8
Cc1ccccc1NC(=O)c1nc[nH]c1C(=O)NCc1ccccc1,.,90,94,90,79,1,88,10
CCCn1c(SCC(=O)Nc2cccc(S(=O)(=O)N(C)C)c2)nc2ccccc2c1=O,4,108,109,99,106,20,104,5
O=C(CSc1ccc(S(=O)(=O)N2CCOCC2)cn1)Nc1ccc(OC(F)F)cc1,0,98,103,104,97,6,99,5
CSc1nc(NC(C)=O)nc(C)c1Br,0,94,96,94,93,19,103,1
CC(C)CCC(CCN1CCOCC1)c1ccc2c(c1)OCO2 (stereo not drawn),1,103,99,101,101,2,105,2
Cc1ccc(-n2nnnc2SCC(=O)c2cc(C)n(-c3cc(C)on3)c2C)c(C)c1,0,99,99,97,93,-10,94,4
CCN(c1ccccc1)S(=O)(=O)c1ccc(Cl)c(NC(=O)CN2CCN(C)CC2)c1,0,95,97,96,92,5,93,7
Cc1ccc2oc(-c3cccc(NC(=S)NC(=O)c4cccs4)c3)nc2c1,4,100,106,104,97,14,106,2
Cc1ccccc1N=Cc1cc2c(cc1O)OC(N)=C(C#N)C2c1ccccc1 (stereo not drawn),1,101,106,104,104,8,102,5
CC12CC3CC(C)(C1)CC(C(=O)NC(=S)N1CCOCC1)(C3)C2,0,104,89,95,101,-4,100,-3
Cn1c(NCCCO)nc2ccccc21,0,110,105,99,94,2,109,-2
CC1(C)Cc2c(sc(NC(=O)c3ccccc3)c2C(=O)O)CO1,0,100,103,98,97,3,105,-7
O=C(CSc1nc(-c2ccco2)cc(C(F)(F)F)n1)NC1CCCC1,0,100,96,106,91,21,95,22
COC(=O)COc1ccc(NC(=O)Cn2nc(-c3ccccc3)c3ccccc3c2=O)cc1,0,101,102,97,104,11,102,-12
CCN1CCN(c2ccc(NC(=O)c3ccc(Cl)c(N4CCCC4=O)c3)cc2)CC1,0,96,105,97,91,-1,103,2
Cc1ccc2nc(C)cc(Cl)c2c1,1,99,96,99,91,9,96,7
CCc1ccc(/C=C2/Sc3ccccc3N(CC(=O)NCC3CCCO3)C2=O)cc1 (stereo not drawn),1,84,107,91,145,-3,100,14
CCCCN1C(=O)N(c2ccc(Cl)cc2)C(C)(O)CC1(C)C (stereo not drawn),1,97,101,107,95,14,108,5
COc1ccc(C(=O)NN2C(=O)C3CCC(C)(C2=O)C3(C)C)cc1 (stereo not drawn),0,107,113,108,100,13,106,3
COc1cc2ncnc(NCc3ccccc3)c2cc1OC,2,?,?,?,?,-9,?,-10
CCOC(=O)C1=C(C)NC(=O)NC1c1ccc(NC(C)=O)cc1 (stereo not drawn),2,105,103,100,101,-38,103,4
C=CCN1C(=O)C(O)(CC(=O)c2ccc(Cl)cc2)c2ccccc21 (stereo not drawn),0,99,92,93,113,10,99,-1
O=C1C=C(c2ccc3c(c2)OCCO3)C[C@@H](c2ccc(F)cc2)C1,0,91,91,95,103,-11,95,-3
COc1cc(/C=C/C(=O)O[C@H]2[C@H](O[C@@H]3O[C@@H](C)[C@H](O)[C@@H](O)[C@H]3O)[C@@H](O)[C@H](OCCc3ccc(O)c(OC)c3)O[C@@H]2CO)ccc1O,1,103,105,103,106,9,103,.
CN(C)CCCN(C(=O)c1ccc(C(=O)c2ccccc2)cc1)c1nc2cc3c(cc2s1)OCCO3,0,93,102,105,77,-6,96,4
Cc1c(C(C)(C)C)s/c(=N/S(=O)(=O)c2ccccc2)n1C,2,96,106,101,96,13,104,4
O=C(O)CCCN1C(=O)/C(=C/c2ccncc2)SC1=S,3,101,96,101,111,-4,95,-2
Cc1cccc(NC(=O)CSc2nnc(CCNC(=O)OC(C)(C)C)o2)c1C,0,98,91,95,95,-1,98,20
Cc1cc(=O)oc(C)c1C(=O)NNC(=O)C1(C)CC1Br (stereo not drawn),4,97,100,102,97,19,107,19
Cc1ccc(C)c(S(=O)(=O)NNC(=O)c2sc(NS(=O)(=O)c3ccccc3)nc2C)c1,2,97,113,96,82,-2,100,-2
O=C(Cn1c(=O)sc2ccccc21)NCc1ccccn1,2,103,102,99,92,-23,100,-3
COc1ccccc1C(=O)Nc1cc(Cl)ccc1-n1cncn1,1,90,87,103,89,-14,92,-6
O=C(Nc1ccc(O)c2c(=O)cc(-c3cccc(Cl)c3)oc12)c1ccc(F)cc1,0,83,89,96,123,10,98,23
CN(C)S(=O)(=O)n1cc(/C=C(\NC(=O)c2ccccc2)C(=O)NCCN2CCOCC2)c2ccccc21,0,103,105,102,100,-3,113,1
COc1cc(/C=N/N2CCN(Cc3ccc(Cl)cc3)CC2)cc(Br)c1O,.,88,99,98,94,0,97,2
CCOc1ccc(C(=O)CN2CCN(S(=O)(=O)c3ccc(Br)cc3)CC2)cc1,0,93,97,97,90,21,95,2
Cc1ccc(Cn2c(SCC(=O)N/N=C/c3ccccc3OCC(=O)O)nc3ccccc32)cc1,1,103,95,100,114,3,100,0
Cc1ccc(Cl)cc1NC(=O)Cn1cc(C(F)(F)F)cc(Cl)c1=O,0,93,95,99,90,12,95,-23
O=C(O)CCC(=O)N1N=C(c2ccco2)CC1c1cccs1 (stereo not drawn),6,97,95,102,100,17,100,10
CCOC(=O)c1sc(=S)n(-c2ccccc2)c1NC(C)=O,0,95,87,98,102,27,100,42
CC1CCN(CCC(=O)N2CCCc3c2c(=O)oc2ccc(O)cc32)CC1,1,101,90,95,100,21,111,8
OCCNc1nc(N2CCCC2)nc(N2CCCC2)n1,0,100,109,94,96,2,101,-3
COc1cccc(-c2nn(-c3ccccc3)cc2CNC(C)Cn2cncn2)c1 (stereo not drawn),0,96,95,95,100,1,89,-10
CCOc1cc(/C=C2/N=C(c3ccc4c(c3)OCO4)OC2=O)ccc1OC(C)=O,0,87,91,82,86,-2,101,7
CCN(CC)CCCNc1nc(-n2nc(C)cc2C)nc2sc3c(c12)CC(C)(C)OC3,0,91,90,95,131,-4,107,8
CC1CCN(CCCn2c(=S)[nH]c3c(sc4ccc([N+](=O)[O-])cc43)c2=O)CC1,1,100,100,103,89,17,98,7

# The last 2 compounds of the part above come first, to join the parts:
SMILES,GRK2 aptamer HTS,AGP1 TOR yeast,CIT2 TOR yeast,RPL19A TOR yeast,LAP4 TOR yeast,VLA-4 inh,MEP2-GFP yeast,GASC-1 inh
CCN(CC)CCCNc1nc(-n2nc(C)cc2C)nc2sc3c(c12)CC(C)(C)OC3,0,91,90,95,131,-4,107,8
CC1CCN(CCCn2c(=S)[nH]c3c(sc4ccc([N+](=O)[O-])cc43)c2=O)CC1,1,100,100,103,89,17,98,7
CCOCCCNC(=O)Cn1nc(Cc2ccncc2)c2ccccc2c1=O,0,89,98,97,84,9,96,-5
CCCCc1ccc(NC(=S)NN2CCOCC2)cc1,0,96,94,104,102,-10,93,-3
COc1ccc(S(=O)CC(=O)Nc2ccc(Cl)cc2Cl)cc1 (stereo not drawn),0,101,95,101,101,2,97,-3
COc1ccc(CCNC(=O)COC(=O)c2ccc[nH]c2=O)cc1,1,91,.,96,94,22,97,1
Cc1cc(Cl)cc(C)c1OCCn1ccnc1,42*,103,103,107,99,-7,109,-6
CCOC(=O)c1nnc2c(Br)c(-c3ccccc3)nn2c1C,0,93,86,98,105,5,104,0
CCn1c(=O)c(=O)[nH]c2c(=O)oc3ccc(S(=O)(=O)Nc4ccc(OC)cc4)cc3c21,1,99,99,111,94,11,114,-11
NS(=O)(=O)c1ccc(N2C(=O)C(=O)/C(=C(/O)c3ccccc3)C2c2ccc(Cl)cc2)cc1 (stereo not drawn),4,107,104,99,109,5,100,-2
Cc1ccccc1CN1C(=O)c2ccccc2Sc2ccc(C(=O)NCCCN3CCOCC3)cc21,0,110,104,109,104,-2,115,16
O=C(c1cccc(S(=O)(=O)N2CCCC2)c1)c1nnc(-c2ccncc2)o1,0,100,100,98,96,10,99,3
Cc1cc(C(=O)Nc2ccccc2N2CCCCC2)no1,0,97,97,96,104,4,100,-8
CCc1ccc2nc(N(CCCN(C)C)C(=O)c3ccc(S(=O)(=O)N4CCCC4)cc3)sc2c1,0,106,109,113,84,6,106,-5
CCN(CC)c1ccc(/C=N/n2c(C)cc(C)cc2=O)cc1,0,95,105,100,87,4,91,-1
Nc1ccc(N2CCCCC2)c(S(=O)(=O)Nc2ccccc2Cl)c1,1,101,105,96,98,14,101,-4
Cc1nc(Cl)c(S(N)(=O)=O)c(C)c1Cl,0,106,120,103,111,-8,109,0
CCN(CC(=O)Nc1ccc(N2CCOCC2)cc1)C(=O)c1ccc(C(F)(F)F)cc1,2,92,104,97,102,-11,124,-1
COCCCNC(=O)c1ccc([N+](=O)[O-])c(Cl)c1,0,97,98,100,86,24,97,5
CCOc1ccccc1N1CCN(CC(=O)Nc2ccccc2C(=O)NC2CC2)CC1,6,107,98,100,110,-5,106,.
CN(C(=O)c1cc2c(=O)n3ccccc3nc2s1)C1CCCCC1,0,81,93,95,77,-7,101,5
CC1(C)CC(=O)C(C=NCc2ccc3c(c2)OCO3)=C(O)C1,0,99,88,99,106,-4,99,-4
CCC(C(=O)NC1CCCC1)N(Cc1ccco1)C(=O)Cn1nnc(-c2ccc(C)cc2)n1 (stereo not drawn),1,104,102,101,100,-3,99,5&6
CC12CN3CC(C)(CN(C1)C3c1ccc(Br)cc1O)C2 (stereo not drawn),0,101,110,106,97,11,114,-1
O=C(COc1ccc(Cl)cc1)N(Cc1ccco1)C1CCS(=O)(=O)C1 (stereo not drawn),3,104,101,96,106,-2,97,.
